# Shiga toxin inh = blocks Shiga toxin action in Vero cells | Vero cells, Shiga toxin protein synthesis inhibition reporter | AID 2315 | actives 9.2% (n = 290,000) | inhibition, % at 38.7 µM; in the data active = inhibition mostly above about 28%, no sharp cut-off; inactive = mostly below about 43%; note: 0% is about no effect
# Pf growth 48h = P. falciparum growth inhibition at 48 hours (one generation). Potency, µM (series often up to 28.7 µM), for the others: at the top dose activity change, negative = inhibition, most hits filed as inhibitors. AID 504832. actives 5.9% (n = 310,000). P. falciparum luciferase growth in erythrocytes, 48 h; note: potency is the fitted concentration of half-maximal effect; % is set by controls: 0 for no effect and ±100 for the full control effect
#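 Here the parasites carry a stable luciferase gene and grow inside erythrocytes in Albumax-based RPMI medium with compound for one erythrocytic cycle. Activity is scored as loss of luminescent signal.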
# Pf growth 96h = P. falciparum growth inhibition at 96 hours; AID 504834; P. falciparum luciferase reporter growth, 96 h; Potency, µM (doses to about 28.7 µM), for the others: at the top dose activity change, negative = inhibition, usual class: inhibitors; actives 6.9% (n = 320,000); note: potency is the fitted concentration of half-maximal effect; % is set by controls: 0 for no effect and ±100 for the full control effect
#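 Readout is luminescence from an integrated firefly luciferase in P. falciparum. Red cells, 2% hematocrit and 0.05% parasitemia final, were cultured with compound through two parasite generations (96 hours) at 37 C, 5% CO2.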
# Cycloheximide cs = affects cycloheximide protein synthesis inhibition readout, counter-screen; cell reporter, cycloheximide protein synthesis inhibition counterscreen; max response, %; actives 12% (n = 300,000); in the data active = max response mostly above about 13%, no sharp cut-off; inactive = mostly below about 14%; note: read at 38.3 µM for the half of the compounds with a filed dose; 0% is about no effect
# AmpC inh no detg = AmpC beta-lactamase inhibition without detergent; P00811; AmpC nitrocefin hydrolysis, absorbance 480 nm, 0.0001% Triton; Potency, µM (highest dose often 57.1 µM), for inactives: top-dose activity change, negative = inhibition, most hits filed as inhibitors; actives 0.52% (n = 330,000);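 note: potency is the fitted concentration of half-maximal effect; plate controls were no compound for no effect and no enzyme for full effect; nearly all actives have a fitted effect of over 20% in size; some results filed as inactive show a strong effect at the top dose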
# Target sequence (P00811 whole entry, looked up): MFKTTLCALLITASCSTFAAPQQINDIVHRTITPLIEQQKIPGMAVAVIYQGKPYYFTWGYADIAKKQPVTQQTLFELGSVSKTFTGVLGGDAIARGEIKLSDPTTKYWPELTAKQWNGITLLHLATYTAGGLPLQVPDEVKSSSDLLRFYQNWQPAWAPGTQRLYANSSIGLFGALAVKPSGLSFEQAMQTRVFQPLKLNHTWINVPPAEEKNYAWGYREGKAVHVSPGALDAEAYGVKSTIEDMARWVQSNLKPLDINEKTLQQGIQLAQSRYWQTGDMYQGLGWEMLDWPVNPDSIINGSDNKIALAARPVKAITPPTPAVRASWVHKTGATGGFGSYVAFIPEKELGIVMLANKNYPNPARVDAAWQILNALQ
#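 20 mM phosphate pH 7.0 + 0.01% (detergent screen) or 0.0001% Triton X-100; 5.3 nM AmpC reagent; cpd preinc 15 min RT; nitrocefin (800 uM stock) to start; A480 q20 s × 4 min; Activity was normalised to no-enzyme and no-compound control wells.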
# TbPYK inhibitor = T. brucei pyruvate kinase inhibition; Potency, µM (doses to about 76.8 µM), for the others: top-dose activity, negative = inhibition, most hits filed as inhibitors; Q57TT1; AID 624173; TbPYK enzyme, Kinase-Glo Plus ATP luminescence, 45 min; actives 0.12% (n = 410,000); note: potency is the fitted concentration of half-maximal effect; % is set by controls: 0 for no effect and ±100 for the full control effect; nearly all actives have a fitted effect of over 50% in size
#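 Quantitative HTS: titrated library compounds versus trypanosomal pyruvate kinase in TEA buffer (pH 7.2) containing KCl, MgCl2, BSA and Tween-20. Reactions were initiated with ADP, 130 uM final. Kinase-Glo Plus luminescence was read after 45 min at RT.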
# LmPK inhibitor = LmPK (Leishmania mexicana) enzyme inhibition; actives 0.37% (n = 290,000); Q27686; purified LmPK, Kinase-Glo ATP luminescence, 1 h; Potency, µM (series often up to 57.5 µM), for inactives: top-dose activity change, negative = inhibition, actives largely listed as inhibitors; note: potency is the fitted concentration of half-maximal effect; % is set by controls: 0 for no effect and ±100 for the full control effect
# Target sequence (Q27686 whole entry, looked up): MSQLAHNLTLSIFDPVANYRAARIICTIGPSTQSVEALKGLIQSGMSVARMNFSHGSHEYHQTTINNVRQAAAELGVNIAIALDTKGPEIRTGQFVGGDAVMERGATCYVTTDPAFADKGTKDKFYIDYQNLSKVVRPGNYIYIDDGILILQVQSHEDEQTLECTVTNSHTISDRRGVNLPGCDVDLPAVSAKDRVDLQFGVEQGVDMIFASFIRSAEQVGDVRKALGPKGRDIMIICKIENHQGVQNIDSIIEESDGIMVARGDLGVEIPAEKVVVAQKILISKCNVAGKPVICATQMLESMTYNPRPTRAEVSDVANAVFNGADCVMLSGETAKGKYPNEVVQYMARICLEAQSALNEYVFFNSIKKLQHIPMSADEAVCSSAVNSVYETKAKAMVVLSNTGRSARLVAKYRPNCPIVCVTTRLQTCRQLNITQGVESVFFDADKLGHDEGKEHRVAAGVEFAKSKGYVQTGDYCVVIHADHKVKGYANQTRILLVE
#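 ATP generated from ADP (0.1 mM) and PEP (0.5 mM) by 0.1 nM LmPK over 1 h at room temperature (pH 7.2 imidazole buffer) was detected by coupled luciferase luminescence. Values were normalized to uninhibited and no-enzyme wells.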
# * hit, by the source's call; i = inactive; ? = inconclusive; nt = no result given; & = joins results of further samples; [ ] = dose if it differs, or a comment. Unless noted, calls come from the whole dose curve; as a rule, active = well fitted curve in the direction sought with a large enough effect; inconclusive = small, poorly fitted or top-dose-only effect, or another doubt; inactive = no such curve, though single readings can be large; an effect the other way counts as inactive or inconclusive.
SMILES,Shiga toxin inh,Pf growth 48h,Pf growth 96h,Cycloheximide cs,AmpC inh no detg,TbPYK inhibitor,LmPK inhibitor
Cc1c(NC(=O)C(C)OC(=O)CNC(=O)c2ccccc2)c(=O)n(-c2ccccc2)n1C (centres undefined),-3,9%,nt,-3,-10%,nt,-5%
CC12CC3CC(C)(C1)CC(C(O)CN1CCOCC1)(C3)C2 (centres undefined),-16,65%[activator],22%,-3,60%[activator],-1%,4%
COC(=O)c1c(C)[nH]c(C(=O)COC(=O)CCNS(=O)(=O)c2cccc(C(F)(F)F)c2)c1C,nt,-4%,66%[activator],nt,29%,5%,nt
NC1=NC(=O)/C(=C\c2ccsc2)S1,-20,-11%,14%,12,-22%,-7%,0%
CCOc1ccc(OCC)c(NC(=O)C2CCN(S(=O)(=O)c3ccc4c(c3)CC(C)N4C(C)=O)CC2)c1 (centres undefined),-7,?,1%,-2,145%[activator],-5%&6%,-1%
Cc1cccc(N(C)S(=O)(=O)c2ccc(-c3cnc(C4CC4)o3)cc2)c1,-2,0%,15µM*,-3,57%,3%,-1%
CCN(CC(=O)Nc1ccc(NC(C)=O)cc1)C(=O)c1sc2nc3n(c(=O)c2c1C)CCC3,nt,-9%,5%,nt,-22%,-2%,nt
COc1ccccc1Nc1ccc(N)cc1,-7,?,?,-3,-9%[11.4 µM],-7%,-8%
CCOC(=O)N1CCN(C(=O)c2ccc3c(c2)N(CC)CCS3)CC1,-19,nt,?,-4,39%,-21%,6%
CCNc1c(NC(=O)c2ccc3c(c2)OCO3)c(=O)oc2ccccc12,1,19%,?,10,-10%,-1%,0%
CC(=O)Nc1ccc(NC(=O)C(C)OC(=O)/C(C#N)=C/c2ccc(N(C)C)cc2)cc1 (centres undefined),nt,49%[activator],2%,nt,-9%,-2%,nt
C=CCn1c(SCC(=O)Nc2sc(C)c(C)c2C(=O)OCC)nnc1-c1sc(N)nc1C,9,?,nt,-2,-21%,-3%,6%
O=C1C2(c3ccccc3)CN(CCO)CC1(c1ccccc1)CN(CCO)C2,-9,nt,39%[activator],-2,-24%,-1%,-8%
COc1cccc(-n2c(SCC(N)=O)nnc2-c2ccco2)c1,-10,-2%,?,0,3%,1%,-1%
CC1CCCC(C)N1C(=O)CSc1nnc(C2CCCCC2)o1 (centres undefined),93*,18%,nt,46*,50%,-11%,-4%

# In the list so far, these contain two or more sulfur atoms:
SMILES,Shiga toxin inh,Pf growth 48h,Pf growth 96h,Cycloheximide cs,AmpC inh no detg,TbPYK inhibitor,LmPK inhibitor
NC1=NC(=O)/C(=C\c2ccsc2)S1,-20,-11%,14%,12,-22%,-7%,0%
C=CCn1c(SCC(=O)Nc2sc(C)c(C)c2C(=O)OCC)nnc1-c1sc(N)nc1C,9,?,nt,-2,-21%,-3%,6%

# Further records follow.
SMILES,Shiga toxin inh,Pf growth 48h,Pf growth 96h,Cycloheximide cs,AmpC inh no detg,TbPYK inhibitor,LmPK inhibitor
O=C1C=CC(=O)C(C2=C3C(=O)N(CCc4ccccc4)CC(=O)N3CCC2)=C1,18,-26%,-25%,4,-43%,2.5µM*,?
CNC(=O)COc1coc(CN2CCN(c3ccccc3)CC2)cc1=O,-9,7%,-14%,-2,-9%,0%,-5%
CCOC(=O)N1CCN(C(=O)c2cc3c(s2)-c2ccc(Cl)cc2S(=O)(=O)C3)CC1,15,35%[activator],-21%,11,-4%,-4%,-2%[11.5 µM]
Cc1cc(C)cc(OCCOc2cccc(C=C3C(=O)NC(=O)NC3=O)c2)c1,55*,26%,38%,18*,-28%,-10%,12%
CN1C2C=C3C(C#N)=C(N)C(C#N)(C#N)[C@H](c4c(F)cccc4F)[C@H]3C1CC2 (some centres undefined),-4,?,?,-3,-21%,0%,3%
O=C1CSC(c2ccccc2F)N1c1cc(Cl)ccc1O (centres undefined),-2,30%[activator],16%,-5,-42%,-14%,-1%
CC1=C/C(=C\c2ccc3c(c2)OCO3)C(=O)S1,-6,?,62%[activator],17,-19%,-13%,1%
CCN(CC)c1ccc(NC(=O)c2cccc(C)c2)cc1S(=O)(=O)Nc1ccccc1OC,4,7.4µM*,2.9µM*,-2,?,?,0%
O=C(Cc1ccc(Cl)cc1)NNC(=S)NC(=O)c1cccnc1,10,-66%,4.1µM*,-3,-10%,-9%,3%
c1ccc(NC2=NCCN2CCCC2CCCCC2)cc1,nt,?,?,nt,15%,1%,nt
CSc1ccccc1NC(=O)CN(C)CC(=O)Nc1ccc(Cl)cc1[N+](=O)[O-],-12,33%[activator],-75%,7,82%[activator],4%,-10%
CCOP(=O)(OCC)C(NCc1ccccc1)c1ccc(Br)cc1 (centres undefined),5,nt,?,-7,151%[activator],-4%,13%
COC(=O)c1cc(OC)c(OC)cc1NC(=O)Nc1ccccc1F,7,2%,11%,2,-17%,-1%,-2%
O=C(CNc1ccc2ccccc2c1)N/N=C/c1ccncc1,-7,14%,14%,2,-10%,-9%,7%
CCOCC(=O)Nc1nc2c(s1)C(=O)CC(C)(C)C2,-6,43%[activator],13%,7,?,-7%,7%
CC(=NCCCn1ccnc1)c1c(C)[nH]n(-c2ccc([N+](=O)[O-])cc2)c1=O,13,?,48%,2,58%,6%,-1%
C[C@]12CC[C@H](O)C[C@@H]1CC[C@@H]1[C@@H]2CC[C@]2(C)[C@@H](C(=O)O)C[C@@H]12,nt,?,-18%,nt,-14%,-1%,nt
CCCC(=O)NC(=S)c1c(C)n(C)n(-c2ccccc2)c1=O,-5,0%,-2%,-2,-37%,1%,11%
CC1(C)CC(=O)C(C=NCCN2CCN(C(=S)Nc3cccc(Cl)c3)CC2)=C(O)C1,-6,?,?,-2,68%[activator],1%,0%
CCCCCOC(=O)C(C)c1c(C)[nH]c(=S)[nH]c1=O (centres undefined),-11,-12%,-21%,-6,-20%,-1%,-6%
COC(=O)C1=C(C)NC2=C(C(=O)CC(C)(C)C2)C1c1ccsc1 (centres undefined),-5,?,?,-5,-22%,-1%,-1%
O=C(NC1CCCC1)C1=COCCO1,3,18%,nt,-5,-4%,-3%,-1%
CCC(=O)c1ccc(OC(=O)/C=C/c2cc(OC)c(OC)c(OC)c2)cc1,6,10%,25%,-7,84%[activator],2%,-3%
Cc1ncc([N+](=O)[O-])n1S(=O)(=O)c1cc(Br)ccc1Br,nt,-1%,10%,-2,-17%,4%,1%
COc1ccc(C)cc1NC(=O)C(C)N1CCOCC1 (centres undefined),5,-2%,6%,-1,-9%,-13%,4%
CCCc1nnc(NS(=O)(=O)c2ccc(OC)cc2)s1,6,11%,-14%,-2,-16%,-4%,2%
O=C(CSCc1ccccc1)N/N=C/c1ccc(OCC(=O)N2CCCCC2)cc1,-14,-7%,44%[activator],8,0%,-28%,-1%
CCOc1ccc2noc3c2c1C(=O)c1ccccc1-3,27,25%,60%[activator],15,-19%,-5%,-4%
O=C(CN1C(=O)NC2(CCCC2)C1=O)N1CCc2ccccc2C1,38,30%[activator],26%,20,?,-8%,4%
Cc1nnc(NC(=O)C23CC4CC(CC(C4)C2)C3)s1,-4,-3%,11%,-3,-15%,6%,1%

# Next part, starting with the last 4 of the part before.
SMILES,Shiga toxin inh,Pf growth 48h,Pf growth 96h,Cycloheximide cs,AmpC inh no detg,TbPYK inhibitor,LmPK inhibitor
O=C(CSCc1ccccc1)N/N=C/c1ccc(OCC(=O)N2CCCCC2)cc1,-14,-7%,44%[activator],8,0%,-28%,-1%
CCOc1ccc2noc3c2c1C(=O)c1ccccc1-3,27,25%,60%[activator],15,-19%,-5%,-4%
O=C(CN1C(=O)NC2(CCCC2)C1=O)N1CCc2ccccc2C1,38,30%[activator],26%,20,?,-8%,4%
Cc1nnc(NC(=O)C23CC4CC(CC(C4)C2)C3)s1,-4,-3%,11%,-3,-15%,6%,1%
CC(C)C(C(=O)NCc1ccco1)N(C(=O)CNS(=O)(=O)c1ccccc1)c1ccccc1 (centres undefined),-1,-9%,i,-2,-7%,-12%,3%
COc1cc(Cl)cc(C(=O)O)c1OCC(=O)O,31,10%,14%,-2,-13%,0%,5%
Cc1cc(S(=O)(=O)N2CCCC2)ccc1OCC(=O)N1CCOCC1,-3,28%,nt,-2,-7%,-1%,-2%
CCOC(=O)/C(C#N)=C1/C=Nc2ccccc2N1,20,31%[activator],-3%,3,-8%,-5%,0%
CCOC(=O)C(NC(=O)CCC(=O)Nc1ccc(S(N)(=O)=O)cc1)C(O)c1ccccc1 (centres undefined),-15,4%,-4%,10,-18%,2%,20%
CC(C)n1c(SCc2ccc(Cl)cc2)nc2c1c(=O)[nH]c(=O)n2C,-12,nt,12µM*,1,-15%,-10%,13%
O=C(O)c1ccoc1CN1CCCCC1,-3,18%,?,-2,-15%,nt,-3%
COc1ccc(C2C(C(=O)O)CCC(=O)N2c2ccc(C)cc2)cc1OC (centres undefined),1,0%,36%[activator],-1,-10%,-2%,0%
O=C(CCC1CCCN(C(=O)Cn2cnnn2)C1)NCc1ccccc1F (centres undefined),-7,58%[activator],0%,0,-11%,-1%,-2%
COC(=O)COc1ccc2c(-c3ccc(OC)cc3)cc(=O)oc2c1,-12,34%[activator],nt,-2,-21%,-7%,1%
O=C(CC1C(=O)NCCN1CC1CCCCC1)NCCCN1CCOCC1 (centres undefined),-6,?,?,0,10%,1%,3%
COc1ccc(CC(=O)Nc2ccccc2-c2ccccc2)cc1OC,6,-14%,-15%,-1,0%,1%,-4%
COc1ccccc1OCC(=O)Nc1ccc(O)cc1C(=O)O,-9,nt,21%,-6,-10%,-10%,-3%
O=C(NCC(c1ccco1)N1CCN(c2ccc(F)cc2)CC1)c1ccco1 (centres undefined),nt,-2%,-12%,nt,?,3%,nt
CC(C)NC(=S)N(C)C1(c2ccccc2Cl)CCCCC1=O (centres undefined),-13,3%,0%,-3,-5%,-3%,-3%
CC12CC3(C)CC(C)(C1)CC(C(=O)Nc1nn[nH]n1)(C2)C3,-17,nt,?,-8,-26%,-3%,3%
COCC(=O)N1CCC(Oc2ccc(C(=O)N3CCCCC3COC)cc2)CC1 (centres undefined),-6,36%[activator],78%[activator],12,1%,0%,8%
CCCn1c(SCC(=O)NC2CCCC(C)C2C)n[nH]c1=O (centres undefined),-25,nt,-24%,-5,-4%,-8%,1%
CC1(C)CC(CC(=O)NNc2nc(-c3ccccc3)cs2)C(=O)O1 (centres undefined),-8,-4%,8%,-1,-33%,-10%,0%
COCCNC(=O)CSc1nc2sccc2c(=O)n1-c1ccccc1,-5,-7%,?,-8,-6%,0%,4%
COc1ccc(C2NC(=O)CCC2[N+](=O)[O-])c(OC)c1 (centres undefined),19,1%,-86%,11,-5%,2%,0%
COc1ccc(Cc2noc(CN3CCCN(Cc4ccc(F)cc4)CC3)n2)cc1OC,-1,-14%,33%[activator],9,148%[activator],-1%,-3%
COc1cc2cc(CCCOC(=O)c3ccc(C(F)(F)F)cc3)oc(=O)c2cc1OC,nt,-2%,-15%,nt,131%[activator],0%,nt
COc1ccccc1NC(=O)COC(=O)c1ccc([N+](=O)[O-])s1,-6,4%,4%,14,-42%,1%,-4%
Cn1ccnc1P(=S)(c1nccn1C)c1nccn1C,42,-14%,-24%,-2,-14%,3%,-2%

# Bioassay records: PubChem, National Center for Advancing Translational Sciences (NCATS)
